TAAR1 ag = human TAAR1 agonists, primary screen, Fluo-8 calcium fluorescence, CHO RD-HGA16 cells; activation, % at 3 µM; hit rate 0.99% among 360,000; vehicle wells 0%, saturating PEA agonist 100%; Trace amine-associated receptor 1 (Homo sapiens), Q96RJ0;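 active means activation above the mean activation of all test compounds in the run plus 3 SD, cut at about 38% in these data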
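Repeats: no replicates (n 1) | Material: CHO-derived RD-HGA16 cells with stable Gα16 and human TAAR1 | Technique: Kinetic Fluo-8 calcium fluorescence | Schedule: 17-24 h seeding, 75 min 37 °C dye, 30 min RT | Evaluation: % activation from peak over basal fluorescence ratio, DMSO-to-PEA scaled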
OXTR potentiator = human OXTR potentiators, primary screen, fluorescence, CHO-OTR cells, Fluo-8 calcium. Oxytocin receptor (Homo sapiens), P30559. Fluo-8 calcium fluorescence, potentiator mode; 0% = oxytocin EC15, 100% = EC100. activation, % at 3 µM. hit rate 0.061% among 320,000. AID 2445, 2010;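 active means activation above that plate's cutoff, the mean activation of tested compounds plus 3 SD, cut at about 6.6% in these data, passing the limit was not always enough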;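 further: 100% uses oxytocin at 75 nM as the full agonist control; some results filed as inactive read as strong as hits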
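Dosing: Single dose, 3.0 µM nominal final compound concentration | Material: Human OTR in CHO cells | Technique: Kinetic Fluo-8 calcium fluorescence | Benchmarks: EC15 oxytocin alone as 0%, 75 nM oxytocin as 100% | Probe or stimulus: Oxytocin at about EC15, sub-maximal agonist stimulus | Incubation: Compound 6 min at room temperature before oxytocin, 100 s read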
M1 ag = human M1 muscarinic receptor agonists, primary screen, Fluo-8 calcium fluorescence, CHO-K1 cells, HTS. hit rate 0.33% among 360,000. AID 588814, 2011. Muscarinic acetylcholine receptor M1 (Homo sapiens), P11229. activation, % at 3 µM. CHO-K1 hM1, agonist mode; 0% DMSO, 100% acetylcholine EC100;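 active means activation above the run's mean compound activation plus 3 SD, cut at about 16% in these data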;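 further: peak over basal fluorescence ratio within a 140 s kinetic read after compound addition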
Target sequence (P11229 whole entry, looked up): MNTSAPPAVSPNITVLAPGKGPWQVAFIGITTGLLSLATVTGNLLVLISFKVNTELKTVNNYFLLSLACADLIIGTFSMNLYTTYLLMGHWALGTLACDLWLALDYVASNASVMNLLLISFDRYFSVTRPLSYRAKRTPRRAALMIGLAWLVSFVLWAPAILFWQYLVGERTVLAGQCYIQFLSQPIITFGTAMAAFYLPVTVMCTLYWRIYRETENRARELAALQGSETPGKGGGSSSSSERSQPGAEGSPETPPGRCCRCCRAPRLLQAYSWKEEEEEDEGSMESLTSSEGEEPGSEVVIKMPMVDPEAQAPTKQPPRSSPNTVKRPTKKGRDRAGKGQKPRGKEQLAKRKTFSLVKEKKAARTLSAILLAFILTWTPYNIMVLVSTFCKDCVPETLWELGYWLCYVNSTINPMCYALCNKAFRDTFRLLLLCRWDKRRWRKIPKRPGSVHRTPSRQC
V1aR counter = agonists of human V1a receptor, primary screen, counter-screen for OXTR agonist project, fluorescence, CHO-V1R cells; activation, % at 3 µM; hit rate 0.25% among 320,000; Vasopressin V1a receptor (Homo sapiens), P37288; Fluo-8 calcium fluorescence, agonist mode; 0% DMSO, 100% 3 nM vasopressin;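 active means activation above the mean activation of all tested compounds plus 3 SD, per screening run, cut at about 20% in these data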;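 further: signal is peak over basal fluorescence ratio across a 100 second FLIPR read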
Target sequence (P37288 whole entry, looked up): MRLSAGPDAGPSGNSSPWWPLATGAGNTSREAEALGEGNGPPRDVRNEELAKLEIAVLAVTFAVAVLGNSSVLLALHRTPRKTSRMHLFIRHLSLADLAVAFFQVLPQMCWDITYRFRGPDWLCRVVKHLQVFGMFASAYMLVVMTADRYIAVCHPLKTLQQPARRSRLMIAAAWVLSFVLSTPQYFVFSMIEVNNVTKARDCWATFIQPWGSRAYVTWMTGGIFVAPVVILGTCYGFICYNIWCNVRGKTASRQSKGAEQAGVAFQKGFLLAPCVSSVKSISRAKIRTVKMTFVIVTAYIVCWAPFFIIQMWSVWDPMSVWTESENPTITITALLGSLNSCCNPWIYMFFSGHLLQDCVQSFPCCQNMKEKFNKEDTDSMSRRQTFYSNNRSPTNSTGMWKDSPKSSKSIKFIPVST
M1 antag = human M1 muscarinic receptor antagonists, primary screen, CHO-K1 cells, Fluo-8 calcium fluorescence, 1536-well; CHO-K1 hM1, ACh EC80 antagonist; inhibition, % at 3 µM; hit rate 1.3% among 360,000; AID 588852, 2011;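 active means percent inhibition above its own plate's cutoff, namely the mean of that plate's compound wells plus 3 SD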;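 further: peak over basal fluorescence ratio during 140 s after agonist addition; 0% = ACh EC80 plus DMSO and 100% = DMSO alone without agonist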
TAAR1 antag = human TAAR1 antagonists, primary screen, Fluo-8 calcium fluorescence, CHO RD-HGA16 cells; Trace amine-associated receptor 1 (Homo sapiens), Q96RJ0; antagonist; inhibition, % at 3 µM; hit rate 1.5% among 360,000; AID 624466, 2012;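 active means inhibition above a per-plate cutoff, the mean inhibition of test compounds on that plate plus 3 SD, cut at about 49% in these data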;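 further: 0% = DMSO plus EC80 beta-PEA response and 100% = DMSO alone without agonist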
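Test system: RD-HGA16 CHO cells with stable hTAAR1 and Gα16 / Probe or stimulus: EC80 β-phenethylamine stimulus / Times: seeding 17-24 h prior, 75-min 37 °C, 30-min RT dye loading / Detection: Fluo-8 calcium-sensitive fluorescence / Read-out basis: % inhibition scaled between DMSO and EC80 PEA controls / Repeats: singlicate, one well per test compound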
CHO parental Ca = ATP-evoked calcium signal inhibitors, parental CHO, primary screen, counter-screen for OX1R antagonist project, cell-based, fluorescence, Fluo-8 calcium dye. parental CHO-K1, ATP-induced calcium, Fluo-8 fluorescence. inhibition, % at 5.6 µM. hit rate 0.63% among 330,000. AID 463079, 2010;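 active means inhibition above that plate's mean sample inhibition plus 3 SD, cut at about 26% in these data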;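 further: 0% = ATP-challenged DMSO wells and 100% = DMSO wells without ATP; some compounds past the cut are filed as inactive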
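Material – parental CHO cells · Reagent – ATP stimulus · Compound – single nominal dose of 5.6 µM per compound · Detection – Fluo-8 fluorescence · Read-out basis – percent inhibition of calcium signal · Controls – ATP-challenged DMSO wells low, unchallenged DMSO wells high · Repeats – no replicates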
M1 PAM = human M1 muscarinic receptor positive allosteric modulators, primary screen, CHO-K1 cells, Fluo-8 calcium fluorescence, 1536-well | CHO-K1 hM1, ACh EC20; 0% = ACh EC20, 100% = maximal ACh | activation, % at 3 µM | AID 588819, 2011 | hit rate 0.088% among 360,000 | Muscarinic acetylcholine receptor M1 (Homo sapiens), P11229; in the data active means activation above about 19%, passing the limit was not always enough
OXTR ag = human OXTR agonists, primary screen, fluorescence, CHO-OTR cells, Fluo-8 calcium. Oxytocin receptor (Homo sapiens), P30559. Fluo-8 calcium fluorescence; normalized: DMSO 0%, oxytocin 100%. activation, % at 3 µM. hit rate 0.32% among 320,000. AID 2435, 2010;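 active means activation above the mean of all tested compounds plus 3 SD, cutoff set per screening run, cut at about 20% in these data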;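 further: peak over basal fluorescence ratio from a 100 s FLIPR kinetic read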
* hit, by the source's call; . = no result given.

1. Cc1ccc2nc(NS(C)(=O)=O)sc2c1
2. CCOc1ccc(S(=O)(=O)NCCCN2CCOCC2)cc1
3. COc1cc(/C=C(/C(=O)c2cccs2)c2nc3ccccc3[nH]2)ccc1O
4. COc1cccc(-c2nc(-c3ccc4c(c3)-c3ccccc3S4(=O)=O)c(-c3ccccc3)[nH]2)c1OC
5. O=c1c(C/C=C/c2ccccc2)c(O)ccn1Cc1ccc(Cl)cc1Cl
6. Cc1ccccc1Nc1nc(N)nc(COC(=O)c2ccc(S(=O)(=O)N(C)C)cc2)n1
7. CCN(C(=O)COC(=O)c1ccc(C)c(S(=O)(=O)N2CCCCC2)c1)C1CCS(=O)(=O)C1 (stereo not drawn)
8. CC1CCc2c(sc(NC(=O)CSc3nc4c(c(C(F)(F)F)n3)CCc3ccccc3-4)c2C(N)=O)C1 (stereo not drawn)
9. O=C(O)c1nnsc1-c1csnn1
10. COc1ccc(-n2c(COc3cccc(C)c3)nnc2SCC(=O)O)cc1
assay / compound	1	2	3	4	5	6	7	8	9	10
TAAR1 ag	2	7	16	7	6	11	1	7	4	6
OXTR potentiator	7	-7	10	-1	-8	-15	3	-8	.	-10
M1 ag	-2	-3	-2	2	-4	-6	-4	-5	-2	-4
V1aR counter	1.3	1.0	0.1	-0.1	1.6	3.3	0.4	-0.2	.	0.0
M1 antag	-12	-14	10	5	-6	-1	-4	-8	-13	-17
TAAR1 antag	-3	-6	23	18	0	7	-15	-9	-9	-15
CHO parental Ca	-18	-4	-5	-31	2	-1	-16	-1	.	2
M1 PAM	11	2	-5	2	3	0	5	8	13	11
OXTR ag	0.6	0.4	0.4	0.5	-0.5	2.9	1.0	0.0	.	0.0

11. CC1(C)CC(=O)C(C2C3=C(CC(C)(C)CC3=O)Oc3ccc4ccccc4c32)C(=O)C1 (stereo not drawn)
12. COc1cc2cnc(-c3ccccc3)c(C(=O)c3ccc(OCc4ccccc4)cc3)c2cc1OC
13. COc1cc2c(cc1/C=C1/NC(=O)N(c3ccccc3)C1=O)OCO2
14. O=C(CCN1C(=O)/C(=C/c2cccs2)SC1=S)Nc1ccccn1
15. O=C1c2ccsc2SCCN1Cc1cccc(Cl)c1
16. CC(=O)Nc1ccc(S(=O)(=O)N(CCCN2CCOCC2)Cc2cccs2)cc1
17. Cc1oc(-c2ccc(-c3ccccc3)cc2)nc1CN(C)C1CCOC1 (stereo not drawn)
18. CCOC(=O)Cn1c(=NC(=O)c2ccc([N+](=O)[O-])s2)sc2ccccc21
19. COc1ccccc1C(=O)N(Cc1ccccc1)c1ccc(C)cc1
20. [O-][n+]1onc2c1CCc1nnc(-c3ccccc3)cc1-2
assay / compound	11	12	13	14	15	16	17	18	19	20
TAAR1 ag	2	2	1	33	4	7	0	2	-2	4
OXTR potentiator	-5	.	-6	-9	-5	-6	-7	-7	-11	-8
M1 ag	-5	-2	-2	0	-4	-3	-3	-5	-4	-1
V1aR counter	0.0	.	-0.7	5.2	-1.4	-0.9	2.0	0.3	-1.2	-0.6
M1 antag	-3	-14	2	7	-8	6	-8	-3	-3	-9
TAAR1 antag	-8	-30	10	50*	10	9	-9	-28	-17	0
CHO parental Ca	-21	-19	-4	-11	-19	-20	-13	-14	-14	-21
M1 PAM	14	9	-6	-6	1	2	4	1	-1	-4
OXTR ag	0.5	.	-1.0	2.3	-1.9	0.7	6.1	-0.7	-0.6	-1.8

21. CCCN(CC(=O)Nc1ccccc1C)C(=O)Cc1n[nH]c(=O)c2ccccc12
22. C=CCOc1cccc(C(=O)N2CCCC(CNS(=O)(=O)c3cccs3)C2)c1 (stereo not drawn)
23. OCc1cccc[n+]1Cc1ccccc1
24. O=C1CCN(Cc2ccccc2)CCN1CCO
25. O=C(NCC1CCN(C(=O)c2ccc([N+](=O)[O-])cc2)CC1)c1ccc([N+](=O)[O-])cc1
26. O=C(Cn1cnc2ccccc21)Nc1ccc(SC(F)F)cc1
27. N#CC1=C(Nc2ccccc2)SC=C(c2ccc(Br)cc2)N=C1N1CCOCC1
28. Nc1c(Cl)ncnc1N/N=C/c1ccc2ccccc2n1
29. O=c1[nH]cccc1-c1nc2ccccc2n1Cc1cccc(F)c1
30. CCOC(=O)c1c(NC(=O)CN2CCOCC2)sc2c1CCCC2
assay / compound	21	22	23	24	25	26	27	28	29	30
TAAR1 ag	1	5	0	0	4	11	5	4	2	20
OXTR potentiator	-1	-11	-1	-6	-9	-13	2	5	-3	0
M1 ag	-1	-1	-6	-2	-7	2	-10	3	-3	-1
V1aR counter	-0.5	1.7	0.0	1.1	0.4	15	0.8	0.8	0.0	-1.2
M1 antag	-7	-5	-9	-6	4	9	-23	0	5	-9
TAAR1 antag	-6	22	-15	8	-14	13	6	3	-2	1
CHO parental Ca	-12	-21	-1	16	-4	46*	-33	34	-12	-36
M1 PAM	8	8	6	8	-1	-6	3	6	3	8
OXTR ag	0.0	0.0	-0.7	0.8	-1.3	13	0.0	-2.0	0.2	-2.1

31. O=C(Nn1c(-c2ccc(Br)cc2)nc2ccccc2c1=O)c1ccc([N+](=O)[O-])cc1
32. Cc1ccc(Cn2c(SCC(=O)N3CC(=O)Nc4ccccc43)nc3ccccc3c2=O)cc1
33. CC1(C)O[C@@H]2[C@H](O1)[C@@H](CO)O[C@H]2n1cnc2c(N)ncnc21
34. O=C(N/N=C/c1c[nH]c2ccccc12)c1cc(Br)ccc1O
35. COc1ccc(/C=C2\Sc3ccc(C(=O)NCc4cccnc4)cc3N(C)C2=O)cc1OC
36. COc1ccc(CCN(Cc2cc3ccc(C)cc3[nH]c2=O)C(C)=O)cc1OC
37. Cc1ccc(S(=O)(=O)N2CCOCC2)cc1N/N=C(\C#N)c1nc2ccccc2[nH]1
38. O=c1c2c3nc4ccccc4nc3n(-c3ccc4c(c3)OCCO4)c2ncn1C1CCCC1
39. O=C1CNC(=O)c2cc(Cl)ccc2N1
40. CC(C)CCN1CC(=O)N2Cc3[nH]c4ccccc4c3C[C@H]2C1=O
assay / compound	31	32	33	34	35	36	37	38	39	40
TAAR1 ag	1	7	1	0	1	0	4	9	1	3
OXTR potentiator	-13	-10	-3	-7	-2	-4	-9	-8	.	-3
M1 ag	2	-9	-1	2	-1	-4	-3	-2	-3	-3
V1aR counter	3.8	1.2	1.5	4.6	2.2	0.7	-0.5	1.1	.	6.8
M1 antag	-5	4	-10	1	-7	-9	-2	4	-4	-1
TAAR1 antag	-3	-1	18	5	-13	-3	8	3	-19	-1
CHO parental Ca	-23	-21	-8	-18	-24	-19	-7	-13	.	-12
M1 PAM	8	-1	7	1	1	5	3	-2	-8	0
OXTR ag	0.2	-0.1	1.3	4.9	0.5	0.1	-1.2	1.4	.	0.6

41. Cc1cn(CC(=O)NCc2ccccc2)c(=O)[nH]c1=O
42. COCCCNC(=O)c1c(N)n(-c2ccccc2)c2nc3ccccc3nc12
43. COc1ccc(-c2[nH]c(-c3cccc(OC)c3)nc2SCC(=O)NCc2ccco2)cc1
44. N/C(=N\OC(=O)c1cccc2ccccc12)c1cccc([N+](=O)[O-])c1
45. Cc1csc(SCC(=O)Nc2ccccc2[N+](=O)[O-])n1
46. O=C(NC(=S)Nc1ccc(CN2CCCCC2)cc1)c1cccc(OCc2ccccc2)c1
assay / compound	41	42	43	44	45	46
TAAR1 ag	2	8	-1	3	3	9
OXTR potentiator	.	-9	-5	-3	-5	1
M1 ag	0	-4	-8	-7	-14	-8
V1aR counter	.	0.8	-1.5	-0.8	2.6	1.4
M1 antag	-7	17	-9	-10	-6	96*
TAAR1 antag	-7	27	3	1	-18	-32
CHO parental Ca	.	-7	-3	-1	-17	-30
M1 PAM	2	-5	7	4	5	-27
OXTR ag	.	1.7	-1.2	-0.3	-2.0	3.4

Grouped by structure: the compounds so far with a cyano group
27. N#CC1=C(Nc2ccccc2)SC=C(c2ccc(Br)cc2)N=C1N1CCOCC1
37. Cc1ccc(S(=O)(=O)N2CCOCC2)cc1N/N=C(\C#N)c1nc2ccccc2[nH]1
assay / compound	27	37
TAAR1 ag	5	4
OXTR potentiator	2	-9
M1 ag	-10	-3
V1aR counter	0.8	-0.5
M1 antag	-23	-2
TAAR1 antag	6	8
CHO parental Ca	-33	-7
M1 PAM	3	3
OXTR ag	0.0	-1.2

Bioassay records as filed in PubChem.
